# High-throughput results deposited in PubChem by Broad Institute.
# C diff HTS: blocks growth of Clostridium difficile | Clostridium difficile clinical isolate growth, OD600, 24 h; hits give low values | 0.25% of 86,000 active | growth activity, negative = inhibition, % at 16 µg/mL (by protocol);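 active = mean growth activity at or below -80% and every replicate also at or below -80%; inconclusive = mean at or below -80% but some replicate above -80%; inactive = mean growth activity above -80%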;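 note: 0% = DMSO wells and -100% = levofloxacin 16 µg/mL wells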
# Tcruzi prolif: blocks T. cruzi growth in NIH3T3 culture; inhibition, % at 8.34 µM; 5.9% of 77,000 active; T. cruzi beta-gal in NIH3T3, GalScreen luminescence, 90 h;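 active = mean inhibition above about 93%, with at least 55% of replicates each passing it, limit read from the data, passing the limit was not always enough; inconclusive = only one of those two conditions holds; inactive = neither condition holds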
# Pf Dd2 growth: blocks growth of Plasmodium falciparum Dd2 parasites; activity change, % at 10 µM; 2.3% of 94,000 active; P. falciparum Dd2 growth, SYBR Green, 72 h; hits give low values; in the data active = activity change below about -80%; inconclusive = no clear call, values can overlap the other calls
# KDM4C inh: blocks human GASC-1 (KDM4C) demethylase activity; inhibition, % at 12.5 µM; GST-KDM4C 2-372, H3K9me3 peptide, LANCE TR-FRET; 0.15% of 96,000 active; AID 720574;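 active = mean replicate inhibition above about 25%, with at least 55% of replicates also reaching it, limit read from the data, passing the limit was not always enough; inconclusive = only one of those two conditions met; inactive = neither condition met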
# Target sequence (Q9H3R0 2-372 limits assumed): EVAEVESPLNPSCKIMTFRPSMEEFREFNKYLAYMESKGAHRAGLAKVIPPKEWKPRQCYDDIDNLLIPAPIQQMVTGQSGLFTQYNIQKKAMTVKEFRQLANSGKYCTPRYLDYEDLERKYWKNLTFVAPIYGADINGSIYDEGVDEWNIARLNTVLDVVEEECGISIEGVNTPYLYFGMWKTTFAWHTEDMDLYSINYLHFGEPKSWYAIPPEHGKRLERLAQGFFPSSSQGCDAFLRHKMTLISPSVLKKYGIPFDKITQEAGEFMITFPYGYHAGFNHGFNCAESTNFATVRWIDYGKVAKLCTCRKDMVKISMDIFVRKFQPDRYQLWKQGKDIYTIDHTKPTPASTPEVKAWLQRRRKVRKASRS
#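 Assay system: GST-GASC-1 enzyme fragment 2-372 | Amount: 10 nM enzyme | Medium: HEPES buffer, pH 7.5, plus ascorbate | Reagent: H3K9me3 peptide substrate, Fe(II), 2-oxoglutarate | Doses: Single-point compound screen | Incubation: 30 min demethylation and 1 h detection at room temperature | Measured by: LANCE TR-FRET, excitation 340 nm, emissions 618 and 671 nm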
# The depositor's hits bear a star; ? = inconclusive; . = not tested or not shown; & = joins results of further samples.
compound,C diff HTS,Tcruzi prolif,Pf Dd2 growth,KDM4C inh
COc1ccc2c3c([nH]c2c1)[C@H](CO)N(C(=O)NC(C)C)CC31CN(C(=O)C2CCCCC2)C1,-11,.,-18,-0.5
O=C(c1ccccc1)N1C[C@H]2[C@@H](c3ccccc31)[C@@H](CO)N2C(=O)Nc1ccccc1Cl,2,13,-12,-0.2
O=C(c1cccnc1)N1CCCCN2[C@H](C1)[C@@H](c1ccc(C#Cc3ccccn3)cc1)[C@@H]2CO,-2,65,8,-1.6
CCC(=O)N(C)C[C@H]1Oc2cc(-c3ccccc3)ccc2S(=O)(=O)N([C@@H](C)CO)C[C@@H]1C,-8,86,-25,0.1
C[C@@H]1CN([C@H](C)CO)S(=O)(=O)c2ccc(C3=CCCCC3)cc2O[C@@H]1CN(C)Cc1cncnc1,-5,83,3,3.1
O=C(C[C@H]1CC[C@@H]2[C@H](COC[C@H](O)CN2Cc2ccc(F)cc2)O1)N1CCc2ccccc2C1,6,24,-13,-0.6
O=C(C[C@@H]1CC[C@@H]2[C@H](COC[C@H](O)CN2Cc2cccc(C(F)(F)F)c2)O1)NCCc1ccncc1,1&-5,40,9,1.7
C[C@@H]1CN([C@H](C)CO)C(=O)c2cc(NC(=O)CCCN(C)C)ccc2O[C@@H]1CN(C)Cc1ccccc1,2,23,53,4.1
COc1ccc2c3c(n(C)c2c1)[C@@H](CO)N(C(=O)Nc1ccc(F)cc1)CC31CCN(C(=O)c2ccc3c(c2)OCO3)CC1,0,.,-71,-1.2
CC(=O)N(C)C[C@@H]1Oc2cc(C3=CCCC3)ccc2S(=O)(=O)N([C@@H](C)CO)C[C@H]1C,4,7,.,-0.6
C[C@@H]1CCCCO[C@H](CN(C)Cc2ccccc2)[C@@H](C)CN([C@H](C)CO)C(=O)c2cc(NS(=O)(=O)c3ccc(Cl)cc3)ccc2O1,-4,-27,11,.
N#C[C@H]1[C@@H](c2ccc(C3=CCCC3)cc2)[C@@H](CO)N1C(=O)C1CCC1,-3,63,27,-2.8
CC(C)CC#Cc1cnc2c(c1)C(=O)N([C@@H](C)CO)C[C@@H](C)[C@H](CN(C)C(=O)Cc1cccnc1)O2,0,60,16,-2.5
Cc1cccc(-c2ccc([C@@H]3[C@H]4CN(S(=O)(=O)c5cn(C)cn5)CCCCN4[C@H]3CO)cc2)c1,-8,0,16,0.1
COCC(=O)N1C[C@@H](C)[C@H](OC)CN(C)C(=O)c2ccc(NC(=O)c3cnccn3)cc2OC[C@H]1C,4,.,48,.

# Some of the entries so far, with each value named:
O=C(C[C@@H]1CC[C@@H]2[C@H](COC[C@H](O)CN2Cc2cccc(C(F)(F)F)c2)O1)NCCc1ccncc1
  C diff HTS: 1&-5 | Tcruzi prolif: 40 | Pf Dd2 growth: 9 | KDM4C inh: 1.7

C[C@@H]1CN([C@H](C)CO)C(=O)c2cc(NC(=O)CCCN(C)C)ccc2O[C@@H]1CN(C)Cc1ccccc1
  C diff HTS: 2 | Tcruzi prolif: 23 | Pf Dd2 growth: 53 | KDM4C inh: 4.1

# New compounds follow.
compound,C diff HTS,Tcruzi prolif,Pf Dd2 growth,KDM4C inh
Cc1ccccc1-c1ccc([C@H]2[C@@H](CO)N3CCCCN(C(=O)Nc4ccccc4)C[C@@H]23)cc1,-9,-6,14,-3.8
C[C@@H]1CCCCO[C@@H](CN(C)Cc2ccccc2)[C@@H](C)CN([C@@H](C)CO)C(=O)c2cc(NC(=O)c3ccncc3)ccc2O1,-2,78,-14,-0.1
COc1cccc(S(=O)(=O)N(C)C[C@H]2Oc3ncc(C#CCC(C)C)cc3C(=O)N([C@@H](C)CO)C[C@@H]2C)c1,-11,?,-53,-0.3
C[C@@H]1CN([C@@H](C)CO)C(=O)CCCn2cc(nn2)CO[C@H]1CN(C)Cc1ccc(Oc2ccccc2)cc1,-3,85,-11,0.8
CN1C(=O)c2cc(NS(C)(=O)=O)ccc2OC[C@@H]2O[C@@H](CC(=O)N3CCOCC3)CC[C@H]21,-6,-35,.,-2.8
COc1ccccc1NC(=O)N(C)C[C@@H]1Oc2ncc(Br)cc2C(=O)N([C@@H](C)CO)C[C@@H]1C,2,0,2,0.8
COc1ccc2c3c(n(C)c2c1)[C@@H](CO)N(S(=O)(=O)c1ccccc1)CC31CCN(C)CC1,2,.,?,-0.2
C[C@@H]1CN([C@H](C)CO)S(=O)(=O)c2ccc(-c3ccccc3F)cc2O[C@@H]1CN(C)C,-1,49,-1,-1.1
C[C@H]1CCCCO[C@H](CN(C)C(=O)Nc2ccccc2)[C@@H](C)CN([C@@H](C)CO)C(=O)c2cc(NC(=O)Nc3cccc4ccccc34)ccc2O1,.,94,-44,-4.5
COCc1cn(CC[C@@H]2CC[C@@H](NC(=O)CCN3CCCCC3)[C@H](CO)O2)nn1,-3,-21,9,0.4
O=C(Cc1ccncc1)NCC[C@H]1CC[C@H](NC(=O)C2CCCCC2)[C@H](CO)O1,2,.,3,0.7
CN(C)CCCNC(=O)C[C@@H]1CC[C@@H](NS(=O)(=O)c2ccccc2)[C@H](CO)O1,0,11,19,-1.4
CO[C@H]1CN(C)C(=O)c2ccc(NS(=O)(=O)c3ccc(C)cc3)cc2OC[C@H](C)N(C)C[C@H]1C,0,-11,.,-0.1
CN1CCN(C(=O)C[C@@H]2C=C[C@@H](NC(=O)c3ccc4c(c3)OCO4)[C@H](CO)O2)CC1,2,-15,-4,0.7
CCC(=O)Nc1ccc2c(c1)OC[C@H](C)N(Cc1cncnc1)C[C@@H](C)[C@H](OC)CN(C)C2=O,0,4,33,0.5
O=S(=O)(c1cccs1)N1CCCCN2[C@H](C1)[C@H](c1ccc(C3=CCCCC3)cc1)[C@@H]2CO,19,120*,2,.
COCC(=O)N1C[C@H](C)[C@H](OC)CN(C)C(=O)c2ccc(NC(=O)c3ccccc3)cc2OC[C@@H]1C,-5,8,-27,1.3
CO[C@@H]1CN(C)C(=O)c2ccc(NC(=O)c3ccccc3)cc2OC[C@H](C)N(C(=O)CN(C)C)C[C@H]1C,.,-10,12,3.0
CCCNC(=O)N1C[C@H](C)[C@H](OC)CN(C)C(=O)c2ccc(NS(C)(=O)=O)cc2OC[C@@H]1C,.,38,13,-0.6
Cc1ccccc1-c1ccc2c(c1)O[C@@H](CN(C)Cc1ccncc1)[C@@H](C)CN([C@@H](C)CO)S2(=O)=O,2,90,-61,0.3
C[C@H](CO)N1C[C@H](C)[C@@H](CN(C)C(=O)Nc2cccc3ccccc23)Oc2c(NC(=O)Nc3ccccc3)cccc2C1=O,-2,83,-6,0.7
COc1ccc2c3c([nH]c2c1)[C@H](CO)N(Cc1ccccc1)CC31CCN(C(=O)NC(C)C)CC1,-1,.,-45,-1.5
COCC(=O)Nc1ccc2c(c1)OC[C@@H](C)N(C)C[C@@H](C)[C@@H](OC)CN(C)C2=O,1,8,7,13
C[C@@H]1CN([C@@H](C)CO)C(=O)c2cc(NC(=O)C3CCCCC3)ccc2O[C@@H]1CN(C)Cc1ccccc1,-4,-29,12,-1.4
CNC(=O)C[C@H]1CC[C@@H]2[C@H](COc3ccc(NC(=O)NC4CCCC4)cc3C(=O)N2C)O1,-1,48,10,-0.9
C[C@@H]1CCCCO[C@@H](CN(C)S(=O)(=O)c2ccccc2)[C@H](C)CN([C@@H](C)CO)C(=O)c2cc(NC(=O)c3ccccc3)ccc2O1,.,-37,-38,-1.3
CCCC#Cc1cnc2c(c1)C(=O)N([C@@H](C)CO)C[C@@H](C)[C@H](CN(C)C(=O)NC1CCCC1)O2,9,7,-38,0.3
C[C@H](CO)N1C[C@H](C)[C@@H](CN(C)S(=O)(=O)c2cn(C)cn2)Oc2ccc(NC(=O)C3CC3)cc2CC1=O,-6,73,-1,1.8
O=C(N[C@H]1CC[C@H](CCNS(=O)(=O)Cc2ccccc2)O[C@H]1CO)c1ccccc1F,.,-5,1,5.4
COCC(=O)N(C)C[C@H]1Oc2ncc(C3=CCCCC3)cc2C(=O)N([C@H](C)CO)C[C@H]1C,1,-25,9,1.9
CCCNC(=O)Nc1ccc2c(c1)OC[C@H](C)N(S(C)(=O)=O)C[C@@H](C)[C@@H](OC)CN(C)C2=O,1,.,-6,3.1
C/C=C/c1ccccc1[C@@H]1[C@@H](CO)N(S(=O)(=O)c2cccc(F)c2)[C@H]1C#N,3,.,-88*,-1.4
C[C@@H]1CN([C@H](C)CO)C(=O)Cc2cc(NC(=O)NC3CCCCC3)ccc2O[C@H]1CN(C)S(=O)(=O)c1ccc(Cl)cc1,-2,-4,-12,8.7
COCc1cn(CC[C@H]2CC[C@H](NC(=O)Nc3ccc(OC)cc3)[C@@H](CO)O2)nn1,0,-12,11,2.3
C[C@H](CO)N1C[C@H](C)[C@@H](CN(C)C(=O)c2ccncc2)Oc2cc(-c3cccc(C#N)c3)ccc2S1(=O)=O,3,.,-19,-0.3
Cc1noc(C)c1NC(=O)Nc1ccc2c(c1)C(=O)N([C@@H](C)CO)C[C@H](C)[C@@H](CN(C)S(=O)(=O)c1cccs1)OCCCC[C@H](C)O2,-3,9,-20,0.8
C/C=C/c1ccc([C@@H]2[C@H]3CN(Cc4ccc(F)cc4)CC(=O)N3[C@H]2CO)cc1,5,.,1,-1.3
CO[C@H]1CN(C)C(=O)c2cc(NC(=O)NC3CCCCC3)ccc2OC[C@H](C)N(CC2CC2)C[C@H]1C,-10,-2,-10,0.0
O=C(NCCN1CCCC1)[C@@H]1[C@@H](CO)[C@@H]2Cn3c(cccc3=O)[C@H]1N2C(=O)NC1CCCC1,-3,.,-4,0.7
C[C@@H]1CN([C@@H](C)CO)C(=O)c2cc(NS(=O)(=O)c3cn(C)cn3)ccc2O[C@H]1CN(C)Cc1ccc(C(=O)O)cc1,-10,37,8,2.3
O=C(Cc1ccccc1)N1C[C@H]2[C@@H](c3ccccc31)[C@@H](CO)N2C(=O)C1CCCCC1,-2,79,-13,2.1
COCC#Cc1ccc2c(c1)O[C@H](CN(C)Cc1ccccn1)[C@H](C)CN([C@H](C)CO)S2(=O)=O,2,15,-1,2.6
COc1cccc(-c2ccc(C3[C@@H]4CN(C(=O)Cc5ccccc5)C[C@H]3N4)cc2)c1 (some centres undefined),8,.,1,0.5
O=S(=O)(N[C@@H]1CC[C@H](CCn2cc(-c3ccccn3)nn2)O[C@@H]1CO)c1cccc(Cl)c1,.,13,-20,-0.6
C[C@@H]1CN([C@@H](C)CO)C(=O)c2cc(NS(=O)(=O)c3cn(C)cn3)ccc2O[C@@H](C)CCCCO[C@H]1CN(C)S(=O)(=O)c1cn(C)cn1,-1,-15,52,0.1
C[C@@H]1CN([C@H](C)CO)C(=O)c2cc(-c3ccc(F)cc3)cnc2O[C@@H]1CN(C)C(=O)c1ccccc1F,8,10,-23,-0.4
C[C@@H]1CCCCO[C@@H](CN(C)C(=O)NC2CCCCC2)[C@H](C)CN([C@H](C)CO)C(=O)c2cc(N(C)C)ccc2O1,-1,87,37,5.9
CC=Cc1ccc2n(c1=O)C[C@H]1[C@H](CO)[C@@H](C(=O)N(C)C)[C@@H]2N1CC1CCCCC1 (mixture of isomers),0,14,-12,-0.6
COc1ccc(S(=O)(=O)N(C)C[C@@H]2Oc3ccc(NC(=O)CCN4CCOCC4)cc3CC(=O)N([C@H](C)CO)C[C@H]2C)cc1,-3,-11,9,3.2
C[C@@H]1CN([C@@H](C)CO)C(=O)Cc2cc(NS(=O)(=O)c3cn(C)cn3)ccc2O[C@H]1CN(C)Cc1ccccc1,0,16,-10,1.0
O=C1CN(S(=O)(=O)c2cccc(F)c2)C[C@H]2[C@H](c3ccc(-c4ccc(F)cc4)cc3)[C@H](CO)N12,20,.,-27,0.6
C[C@@H]1CN([C@H](C)CO)C(=O)c2cc(NS(=O)(=O)c3ccc(Cl)cc3)ccc2O[C@H]1CN(C)S(C)(=O)=O,2,-1,10,-0.1
Cc1noc(C)c1S(=O)(=O)Nc1ccc2c(c1)C(=O)N([C@@H](C)CO)C[C@@H](C)[C@H](CN(C)Cc1ccc(C(=O)O)cc1)OCCCC[C@H](C)O2,-28,18,-10,1.3

# Four entries out of the list, arranged by SMILES length, highest first.
compound,C diff HTS,Tcruzi prolif,Pf Dd2 growth,KDM4C inh
Cc1noc(C)c1S(=O)(=O)Nc1ccc2c(c1)C(=O)N([C@@H](C)CO)C[C@@H](C)[C@H](CN(C)Cc1ccc(C(=O)O)cc1)OCCCC[C@H](C)O2,-28,18,-10,1.3
C[C@@H]1CCCCO[C@@H](CN(C)C(=O)NC2CCCCC2)[C@H](C)CN([C@H](C)CO)C(=O)c2cc(N(C)C)ccc2O1,-1,87,37,5.9
C[C@@H]1CN([C@H](C)CO)C(=O)c2cc(-c3ccc(F)cc3)cnc2O[C@@H]1CN(C)C(=O)c1ccccc1F,8,10,-23,-0.4
CC=Cc1ccc2n(c1=O)C[C@H]1[C@H](CO)[C@@H](C(=O)N(C)C)[C@@H]2N1CC1CCCCC1 (mixture of isomers),0,14,-12,-0.6
